High-throughput results (PubChem)
MazEF act: increases E. coli MazEF RNase cleavage of RNA; FAM/BHQ RNA-DNA oligo cleavage fluorescence, 5 h; activation, % at 20 µM; P0AE70; 350,000 tested, 0.32% active; in the data active means activation above about 50%
Target sequence (P0AE70 whole entry, looked up): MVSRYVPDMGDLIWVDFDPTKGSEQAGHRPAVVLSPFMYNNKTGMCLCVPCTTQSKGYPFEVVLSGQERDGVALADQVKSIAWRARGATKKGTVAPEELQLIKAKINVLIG
Anthrax LF prot: anthrax lethal factor protease inhibition. P15917. multiplex microsphere protease cleavage assay, LF. inhibition, % at 10 µM. 360,000 tested, 0.12% active; further: plate controls were buffer without enzyme for full effect and enzyme alone for no effect
CCHF vOTU inh: blocks the CCHF virus ovarian tumor domain protease. CCHFV vOTU protease, Pep-AMC fluorescence. inhibition, % at 11.5 µM. 370,000 tested, 0.55% active. AID 651958; in the data active means inhibition above about 30%; further: 0% = vehicle wells with enzyme and 100% = no enzyme wells
3CLpro inhibitor: SARS-CoV 3CLpro protease inhibition; P0C6X7; recombinant SARS-CoV 3CLpro, quenched FRET peptide cleavage; inhibition, % at 6 µM; 290,000 tested, 0.14% active; in the data active means inhibition above about 12%
DUSP3 inh: blocks human VHR1 dual specificity phosphatase; P51452; recombinant VHR phosphatase, pNPP absorbance; inhibition, % at 13.3 µM; 290,000 tested, 0.52% active; AID 1654; in the data active means inhibition above about 50%; further: some compounds called inactive have numbers as strong as hits
Target sequence (P51452 whole entry, looked up): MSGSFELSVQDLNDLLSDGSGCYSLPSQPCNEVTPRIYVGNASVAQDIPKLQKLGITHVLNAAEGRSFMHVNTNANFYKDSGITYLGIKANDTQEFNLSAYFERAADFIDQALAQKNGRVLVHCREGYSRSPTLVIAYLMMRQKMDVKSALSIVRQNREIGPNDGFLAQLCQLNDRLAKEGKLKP
PrPC surface inh: reduces human prion protein on the cell surface; inhibition, % at 13.8 µM; 370,000 tested, 0.43% active; AID 720596; cell surface PrPC, TR-FRET read-out; P04156; in the data active means inhibition above about 24%; further: 0% = median of the test wells and 100% = reference compound wells
Rv3671c protease: inhibits the M. tuberculosis serine protease Rv3671c; inhibition, % at 5.96 µM; 320,000 tested, 0.048% active; AID 2606; P9WHR9; in the data active means inhibition above about 38%;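 further: extracellular domain of Rv3671c used as enzyme; 0% = enzyme with DMSO and 100% = no enzyme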
Target sequence (P9WHR9 whole entry, looked up, the tested form may be a part): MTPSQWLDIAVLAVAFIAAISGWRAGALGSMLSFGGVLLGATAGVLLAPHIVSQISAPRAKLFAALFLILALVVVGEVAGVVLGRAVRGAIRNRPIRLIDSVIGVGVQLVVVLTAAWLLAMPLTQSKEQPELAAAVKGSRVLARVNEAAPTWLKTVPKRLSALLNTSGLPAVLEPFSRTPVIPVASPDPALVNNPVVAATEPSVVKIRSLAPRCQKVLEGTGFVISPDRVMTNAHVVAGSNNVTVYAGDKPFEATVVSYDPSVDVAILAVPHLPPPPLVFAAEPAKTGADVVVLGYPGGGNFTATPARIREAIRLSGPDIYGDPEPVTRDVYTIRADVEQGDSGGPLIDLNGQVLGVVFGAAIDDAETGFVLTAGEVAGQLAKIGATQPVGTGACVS
PriA SSB inh: inhibitors of Klebsiella pneumoniae PriA binding to SSB C-terminal tail. AID 1272365. 430,000 tested, 0.6% active. AlphaScreen SSBct-PriA binding, biotinylated peptide. inhibition, % at 33 µM; in the data active means inhibition mostly above about 37%, no sharp cut-off; inactive means mostly below about 20%;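 further: plate controls were negative control peptide for no effect and reference peptide for full effect; strong numbers were not always called active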
BoNT-A LC inh2: BoNT A light chain protease inhibition. multiplex microsphere protease substrate cleavage, flow cytometry. inhibition, % at 10 µM. 360,000 tested, 0.17% active. AID 588499; further: plate controls were buffer without enzyme for full effect and enzyme alone for no effect
BoNT F protease: BoNT F light chain protease inhibition; Multiplex microsphere protease cleavage assay, flow cytometry; inhibition, % at 10 µM; 360,000 tested, 0.22% active; AID 588497; in the data active means inhibition above about 35%, passing the limit was not always enough; inconclusive means no clear call, values can overlap the other calls; further: plate controls were buffer without enzyme for full effect and enzyme alone for no effect
Numbers without * were called inactive; ? = inconclusive; . = not tested or not shown; & = joins results of further samples. Unless noted, no stated cut-off is given here; in the data, active means inhibition above about 30%; inconclusive means no clear call, values can overlap the other calls; inactive means below that. This is a subset; count on the stated rates, not on these rows.

SMILES	MazEF act	Anthrax LF prot	CCHF vOTU inh	3CLpro inhibitor	DUSP3 inh	PrPC surface inh	Rv3671c protease	PriA SSB inh	BoNT-A LC inh2	BoNT F protease
O=C(C(=O)N1CCN(c2ccc([N+](=O)[O-])cc2)CC1)c1cn(CC(=O)N2CCOCC2)c2ccccc12	2	-5	-7	0	0	-7	-7	15&-5	-2.6	-21
CCOc1cccc(C(=O)Nc2ccncc2)c1	-21	-2	-8	2	26	7	8	5	-0.4	-2
Cc1nnc(-c2ccccc2)[nH]c1=O	-14	-5	-16	-2	14	2	0	-3	0.1	10
CCCNC(=O)c1ccc(Cl)c(Cl)c1	12	-1	-10	5	21	-4	-9	-11	-0.6	5
Cc1ccc(NC(=O)CCNC(=O)c2ccccc2Cl)cc1S(=O)(=O)N(C)C	0	-1	-2	3	2	6	-3	-4	-0.4	-6
COc1cc2c(C(=O)N3CCN(C)CC3)c(CSc3ccccc3)n(C)c2cc1Br	8	-7	.	5	29	.	8	12	-2.9	-9
O=C(O)CSCC(=O)NCc1ccccc1	12	-2	-12	6	5	0	-1	-14	-2.5	-14
CCOc1ccc(-n2cnnn2)cc1S(=O)(=O)N1CCCCC1	1	0	-9	3	2	-1	1	-5	-0.5	-14
Nc1ccccc1SCc1ccccc1	1	-1	1	8	4	9	6	-13	0.1	4
COC(=O)c1ccc(COC(=O)c2ccc(C)c(S(=O)(=O)N3CCCCC3)c2)cc1	0	1	4	.	.	-5	.	4	3.4	2
O=C(c1ccc(N2CCOCC2)c([N+](=O)[O-])c1)N1CCN(S(=O)(=O)c2cccs2)CC1	10	2	-2	4	14	-7	-4	7	-0.3	4
O=C1c2ccc(Oc3ccc4c(c3)C(=O)N(CCCCO)C4=O)cc2C(=O)N1CCCCO	7	-5	0	1	15	-7	-3	-14	-0.8	-6
COc1ccc(C2(c3ccc(OC)cc3)NC(=O)N(CC(=O)NC(C)C)C2=O)cc1	-4	-21	-9	-2	42	-1	7	-12	0.3	-2
CSc1ccccc1C(=O)N1CCC(CCC(=O)NCc2ccc(F)cc2)CC1	0	1	-9	-3	-11	3	-3	-17	1.1	5
CC(=O)c1ccc(NC(=O)C(C)Sc2nnc(C3CC3)n2C2CC2)cc1 (centres undefined)	-2	0	-2	.	.	-6	1	-3	-0.2	-2
CCOc1cccc(CNCCNC(=O)c2nonc2N)c1	1	1	-2	-2	4	-4	2	-14	0.0	-5
O=C(NCCc1nc2ccccc2[nH]1)/C(=C/c1ccco1)NC(=O)c1ccc(Br)cc1	7	-2	-3	3	21	-5	-1	13	1.1	3
S=C(NCCc1ccccc1)N1CCCC1	-5	6	1	.	.	6	-2	-12	-0.3	-1
Cc1ccc(CNC(=O)CC[C@H]2O[C@@H](n3cc(C)c(=O)[nH]c3=O)C[C@@H]2O)o1	.	3	-8	.	.	-1	.	.	-0.7	7
COc1ccc(C)cc1S(=O)(=O)Nc1ccccc1C	-3	-5	16	0	2	6	1	-1	-3.6	-73
C/C(=N\NC(=O)c1ccc(Cl)cc1)c1cccc(NC(=O)c2cccnc2)c1	1	-2	1	-2	-23	8	0	.	-0.8	-2
Cc1nn(C(C)C(=O)Nc2ccc(Cl)cn2)c(C)c1[N+](=O)[O-] (centres undefined)	7	-2	0	0	13	-11	-1	-1	-0.6	-10
O=C(COC(=O)c1ccc2c(c1)C(=O)N(CCc1ccccc1)C2=O)Nc1ccc(OC(F)F)cc1	-1	3	9	4	8	0	-2	9	0.6	2
CCOC(=O)CN(C(=O)CSc1nnc(CNc2ccc(F)cc2)n1C)c1ccccc1	0	-1	4	5	31	-2	-1	-25	-0.3	5
CCOc1ccc(C(=O)COC(=O)c2nc3nccc(C)n3n2)cc1	2	-5	13	.	.	-2	-12	-7	-0.4	3
Cc1cccc(OCCn2cc(/C=N/NC(=O)c3ccncc3)c3ccccc32)c1	-15	-4	-5	9	-1	8	10	.	-2.2	-34
Cc1cc(OC(=O)c2ccccc2Br)c([N+](=O)[O-])c(=O)[nH]1	6	2	8	5	17	-3	-2	5	-1.1	-11
O=[N+]([O-])c1cc(S(=O)(=O)Nc2ccccc2)ccc1N1CCN(c2ccc(O)cc2)CC1	2	-2	4	0	2	4	4	43*	1.8	34
C=CCNCCOCCOc1ccc(C)cc1[N+](=O)[O-]	-2	-3	12	-2	25	-4	-6	-11	1.3	2
NC(=O)C[n+]1ccc(/C=N/O)cc1	0	-1	-2	5	5	-7	-10	.	-0.8	-3
Cc1cccc(NC(=O)CSc2cccc3cccnc23)c1	7	-2	-22	-2	12	11	-4	49*	-1.3	?
COc1ccc(S(=O)(=O)Nc2nc3ccccc3s2)cc1	0	8	8	9	-4	0	2	0	-2.4	0
COc1cc2c(cc1OC)C1=C(C#N)CN(C3CCCCC3)CN1CC2	1	-4	-2	-9	0	0	-5	1	0.4	-3
COc1ccc(Cl)cc1NC(=O)C1CCCN(S(C)(=O)=O)C1 (centres undefined)	-2	-12	1	3	20	3	2	-3	-2.0	-10
CCN(CC)C(=O)c1ccc(CS(=O)(=O)Cc2ccccc2)cc1	7	-10	-15	0	47	5	.	-5	-0.5	18
CNC(=O)NC(=O)COC(=O)c1ccc(-n2c(C)ccc2C)cc1	6	-3	-15	2	30	0	-8	-7	-0.6	-5

Filtered by structure: those above containing a Cl atom
SMILES	MazEF act	Anthrax LF prot	CCHF vOTU inh	3CLpro inhibitor	DUSP3 inh	PrPC surface inh	Rv3671c protease	PriA SSB inh	BoNT-A LC inh2	BoNT F protease
CCCNC(=O)c1ccc(Cl)c(Cl)c1	12	-1	-10	5	21	-4	-9	-11	-0.6	5
Cc1ccc(NC(=O)CCNC(=O)c2ccccc2Cl)cc1S(=O)(=O)N(C)C	0	-1	-2	3	2	6	-3	-4	-0.4	-6
C/C(=N\NC(=O)c1ccc(Cl)cc1)c1cccc(NC(=O)c2cccnc2)c1	1	-2	1	-2	-23	8	0	.	-0.8	-2
Cc1nn(C(C)C(=O)Nc2ccc(Cl)cn2)c(C)c1[N+](=O)[O-] (centres undefined)	7	-2	0	0	13	-11	-1	-1	-0.6	-10
COc1ccc(Cl)cc1NC(=O)C1CCCN(S(C)(=O)=O)C1 (centres undefined)	-2	-12	1	3	20	3	2	-3	-2.0	-10

Other compounds follow.
SMILES	MazEF act	Anthrax LF prot	CCHF vOTU inh	3CLpro inhibitor	DUSP3 inh	PrPC surface inh	Rv3671c protease	PriA SSB inh	BoNT-A LC inh2	BoNT F protease
CC(C)C[C@@H]1CN=C(N)N1C[C@@H]1CCCN1C[C@H](C)N1C[C@@H](Cc2ccccc2)N(CCc2ccc(Cl)c(Cl)c2)C1=N	24	-6	.	.	.	.	-1	-3	-0.4	-37
O=C(COc1ccccc1Cl)Nc1ccc(S(=O)(=O)Nc2ccccn2)cc1	-9	-8	16	2	-12	7	-3	-13	-1.5	-13
CCCOc1ccc(N2C(=O)CC(NCCc3ccc(S(N)(=O)=O)cc3)C2=O)cc1 (centres undefined)	9	-13	-3	5	47	-5	-4	-3	-0.2	-6
COc1ccc(C(=O)NCS(=O)(=O)c2ccc(C)cc2)cc1	3	-76	1	2	23	1	-3	-9	?	-2
CCCCn1cnc2c(c1=O)c1nc3ccccc3nc1n2Cc1ccc2c(c1)OCO2	-12	2	-9	1	3	-6	1	6	1.4	2
CC1CCN(S(=O)(=O)N2CCC(C(=O)NCc3cccnc3)CC2)CC1	8	-2	-1	4	-7	3	-2	-1	0.2	1
Cc1nnc(SCC(=O)NCc2ccccc2Cl)n(N)c1=O	-3	-2	9	8	-14	5	7	-22&-5	0.0	-4
COc1ccc(NC(=O)CN2CCCN(S(=O)(=O)c3ccc(F)cc3)CC2)cc1	-2	2	-7	-1	31	-1	0	-8	0.2	3
Nc1nc(CN2CCN(c3ccccc3F)CC2)nc(Nc2ccc3c(c2)OCCO3)n1	-1	-2	-9	3	27	-5	0	10	0.1	-1
CS(=O)(=O)N1CCC(C(=O)Nc2ccc(Oc3ccccc3)cc2)CC1	13	1	-21	0	-2	-4	-22	-16	2.2	12
CN1C2CCC1/C(=C\c1ccccc1F)C(=O)/C2=C/c1ccccc1F	2	-5	-15	3	21	-8	6	4	-0.5	-9
CCC1=C(OC(=O)N(CC)CC)N2C(=O)OC(=NCC3CC3)[C@]2(Cc2ccccc2)[C@H]2C1=CC[C@H]1C(=O)NC(=O)[C@H]12	5	-6	1	.	4	3	0	-1	-0.2	6
CCNC(=S)N1CCN(Cc2ccccc2)CC1	3	2	0	7	11	2	8	-9	-0.5	-5
CCOC(=O)Cc1c(C)[nH]c(=S)[nH]c1=O	-7	6	-5	-2	10	-4	-3	-13	-0.6	8
COC(=O)C1=C(C)N(C2CCCCC2)C(=O)C1	7	2	-17	-6	15	-3	-5	-19	-0.5	4
O=C(CCCOc1ccc(Cl)cc1)Nc1nncs1	15	1	-17	-3	25	5	-8	0	0.5	-8
CC(C(=O)N1CCCCC1)N1CCN(S(=O)(=O)c2ccc(Cl)cc2)CC1 (centres undefined)	-7	-2	8	.	.	-3	7	-3	0.1	9
Cc1ccnc2nc(C(=O)OCC(=O)Nc3ccc4c(c3)OC(F)(F)O4)nn12	-1	2	-8	2	28	-1	2	-4	0.9	-1
CCOC(=O)C1=C(C)N=c2s/c(=C3\C(=O)Nc4ccccc43)c(=O)n2C1c1ccc2c(c1)OCO2 (centres undefined)	7	-7	4	-6	-15	-2	4	.	1.1	-17
Cc1ccc(-c2nc3cccnc3o2)cc1NC(=O)COc1ccc(C(C)(C)C)cc1	-6	1	6	-3	46	6	-52	0	0.0	0
CCOc1ccc2nc(-c3cc(NC(C)=O)ccc3O)sc2c1	10	1	-3	-1	-9	-7	4	-3	-0.3	0
CCCN1CCN(CCCNC(=O)CCn2nc(-c3ccccc3)ccc2=O)CC1	7	2	-6	-2	12	-3	-1	-10	-0.2	0
O=C1CN(C(=O)COC(=O)c2cnc(Cl)c(Cl)c2)c2ccccc2N1	2	2	14	2	9	0	-9	-5	0.0	0
CCOc1ccc(-c2noc(-c3cccnc3)n2)cc1OCC	6	.	3	1	28	-8	-1	3	.	.
CSc1cc(C)nc(NC(C)=O)n1	6	-4	14	4	23	0	-7	-6	-0.4	-4
CCOc1ccc(C(=O)NCC(=O)Nc2ccc3c(c2)OCO3)cc1OCC	6	2	-10	.	.	6	.	-4	3.6	-6
CCN(c1ccccc1)S(=O)(=O)c1ccc2c(c1)OCCO2	4	5	7	.	.	10	-2	-1&-8	0.0	-4
CCc1ccc(N(CC(=O)NCc2ccco2)C(=O)CCC(=O)Nc2nccs2)cc1	-3	-6	2	3	7	2	2	-1	-0.3	16
O=C(CSc1nnc2ccc(-c3cccnc3)nn12)Nc1ccccc1	3	-3	4	.	.	-29	0	-7	-1.4	-8
CC1CCC(NS(=O)(=O)c2ccc(Cl)nc2)CC1 (centres undefined)	9	.	-4	.	.	-1	-1	-4	.	.
O=C1NC(=S)S/C1=C/c1ccc(N2CCOCC2)o1	-100	-1	.	-3	-1	.	-12	14	1.3	4
Cc1ccc(Cn2cc(-c3ccccc3)nn2)cc1	4	-6	5	-6	9	0	0	-12	0.2	1
Cc1nn(C)c(C)c1CN(C)C(=O)CCCC(=O)O	-18	-3	13	2	18	-2	0	-9	-1.1	-14
CC(C)c1ccc(C(=O)Nc2nnc(S(=O)(=O)N3CCCCC3)s2)cc1	2	-2	7	4	-12	5	-2	-16	0.6	3
O=C(NCCCCc1ccccc1)c1ccccc1Br	2	-1	-12	.	.	-2	-2	-22	0.0	-9
Cc1ccc(CNC(=O)C2CCC(CNc3nc(=S)[nH]c4ccccc34)CC2)cc1 (centres undefined)	-28	3	10	3	14	-8	-3	1	-0.9	-4
CCOC(=O)Cn1c(=NC(=O)C(C)C)sc2c(C)cc(C)cc21	3	-3	19	10	9	-5	-1	-8	-0.1	-1
CC(C)Cn1nc(NS(=O)(=O)c2cccc3nonc23)c2cc3ccccc3nc21	-1	-2	25	0	15	-13	6	-6	0.9	12
Nc1c(Br)c(=O)[nH]c(=O)n1-c1ccc(F)cc1	-5	3	-10	2	6	7	-5	-6	0.7	-10
